Source: PubChem BioAssay
HEK293 viab – GF-AFC viability counterscreen for inhibitors of alpha-synuclein gene (SNCA) expression; HEK-293-SNCA-luc viability, GF-AFC fluorescence, 24 h; Potency, µM (highest dose often 57.1 µM), inactives show at the top dose activity change, negative = cytotoxicity, hits mostly cytotoxic; 0.12% of 150,000 active;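 note: potency is the fitted concentration of half-maximal effect; 0% = DMSO-treated cells and -100% = medium-only wells without cells; nearly all actives have a fitted effect of over 30% in size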
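Cytotoxicity counterscreen: after 24 h compound treatment of genome-edited SNCA-luciferase HEK-293 cells, live-cell protease substrate GF-AFC read by fluorescence after 30 min; activity scaled between DMSO (0%) and medium-only (-100%), curves Hill-fitted.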
HEK cytotox – Cytotoxic Profiling in HEK 293 Cell Line of Diverse Libraries Using Quantitative High-Throughput Screening; HEK 293 viability, ATP luminescence (CellTiter-Glo), 48-72 h; Potency, µM (highest dose often 115 µM), for the others: top-dose activity change, negative = cytotoxicity, usual class: inhibitors; AID 1345083, 2018; 6.6% of 94,000 active; note: potency is the fitted concentration of half-maximal effect; nearly all actives have a fitted effect of over 60% in size
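CellTiter-Glo luminescence (cellular ATP) was read after 48 or 72 hr of compound exposure at 37 degree Celsius. Cells were HEK 293 plated at 250 cells/well.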
NIH3T3 tox – Cytotoxic Profiling in NIH 3T3 Cell Line of Diverse Libraries Using Quantitative High-Throughput Screening; NIH 3T3 viability, CellTiter-Glo ATP luminescence, 48-72 h; Potency, µM (top dose mostly 96.7 µM), inactives show top-dose activity change, negative = cytotoxicity, actives largely listed as inhibitors; 4.3% of 94,000 active; AID 1345082, 2018; note: potency is the fitted concentration of half-maximal effect; nearly all actives have a fitted effect of over 55% in size
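Cells were seeded at 400 per well, treated with pin-transferred compound, and kept 48 or 72 hr at 37 °C before CellTiter-Glo addition and luminescence imaging of cellular ATP.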
FLuc inh – Firefly luciferase inhibition profiling of diverse chemical library using quantitative high-throughput screening; Luciferin 4-monooxygenase (Photinus pyralis), P08659; purified P. pyralis luciferase, luminescence, biochemical; Potency, µM (titrated, usually from 115 µM), without a hit: at the highest dose activity change, negative = inhibition, hits mostly inhibitors; 2.5% of 76,000 active; AID 1347043, 2019; note: potency is the fitted concentration of half-maximal effect; nearly all actives have a fitted effect of over 65% in size
Target sequence (P08659 whole entry, looked up): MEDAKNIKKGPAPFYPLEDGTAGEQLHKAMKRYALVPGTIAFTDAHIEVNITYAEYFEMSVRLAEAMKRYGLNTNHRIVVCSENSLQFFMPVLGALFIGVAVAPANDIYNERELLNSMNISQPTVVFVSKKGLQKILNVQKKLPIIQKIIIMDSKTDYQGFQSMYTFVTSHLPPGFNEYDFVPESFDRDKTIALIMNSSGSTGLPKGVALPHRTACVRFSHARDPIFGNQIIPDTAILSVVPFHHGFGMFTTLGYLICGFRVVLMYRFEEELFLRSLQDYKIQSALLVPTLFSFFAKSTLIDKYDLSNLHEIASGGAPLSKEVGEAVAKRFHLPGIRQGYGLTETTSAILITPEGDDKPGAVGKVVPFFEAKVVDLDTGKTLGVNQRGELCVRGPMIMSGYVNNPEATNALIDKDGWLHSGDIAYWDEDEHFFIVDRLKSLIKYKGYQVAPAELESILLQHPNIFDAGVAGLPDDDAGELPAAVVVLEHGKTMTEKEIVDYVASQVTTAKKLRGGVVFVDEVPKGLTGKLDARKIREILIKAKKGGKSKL
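Purified P. pyralis luciferase (10nM final) in 50mM Tris acetate pH 7.5, 10mM Mg acetate, 0.01% Tween-20, 0.05% BSA with 10uM D-luciferin and 10uM ATP. Compounds titrated qHTS. Luminescence imaged on CCD.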
GPT2 inhibitor – Primary qHTS assay for inhibitors of Glutamate pyruvate transaminase 2 (GPT2); Recombinant GPT2, coupled pyruvate oxidase/HRP Amplex Red fluorescence; Potency, µM (top dose mostly 57.7 µM), without a hit: at the highest dose activity change, negative = inhibition, most hits filed as inhibitors; 0.25% of 100,000 active; note: potency is the fitted concentration of half-maximal effect; nearly all actives have a fitted effect of over 60% in size; many of its hits are not listed in these tables
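Inhibition is scored from Amplex Red fluorescence generated when pyruvate oxidase and HRP act on pyruvate released by GPT2. Reactions contain 10ng/uL enzyme, 250uM a-KG and 2mM L-alanine and run 30 min at room temperature.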
SNCA expr inhib – Primary qHTS assay for inhibitors of alpha-synuclein gene (SNCA) expression. 0.17% of 140,000 active. HEK-293 SNCA-luciferase knock-in, luminescence, 24 h. AID 1671194, 2021. Potency, µM (top dose mostly 57.2 µM), for the others: at the highest dose activity change, negative = inhibition, hits mostly inhibitors;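 note: potency is the fitted concentration of half-maximal effect; plate controls were DMSO cells for no effect and cell-free wells for full effect; nearly all actives have a fitted effect of over 45% in size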
IP6K1 inhibitor – Primary qHTS assay for small molecule inhibitors of Inositol hexaphosphate kinase 1 (IP6K1); AID 1645851, 2021; IP6K1 kinase, ADP-Glo luminescence, 2 h; hits give low values; activity change, % (series mostly up to about 58 µM); 0.81% of 140,000 active; Inositol hexakisphosphate kinase 1 (Homo sapiens), Q92551; in the data active = activity change below about -25%
Target sequence (Q92551 whole entry, looked up): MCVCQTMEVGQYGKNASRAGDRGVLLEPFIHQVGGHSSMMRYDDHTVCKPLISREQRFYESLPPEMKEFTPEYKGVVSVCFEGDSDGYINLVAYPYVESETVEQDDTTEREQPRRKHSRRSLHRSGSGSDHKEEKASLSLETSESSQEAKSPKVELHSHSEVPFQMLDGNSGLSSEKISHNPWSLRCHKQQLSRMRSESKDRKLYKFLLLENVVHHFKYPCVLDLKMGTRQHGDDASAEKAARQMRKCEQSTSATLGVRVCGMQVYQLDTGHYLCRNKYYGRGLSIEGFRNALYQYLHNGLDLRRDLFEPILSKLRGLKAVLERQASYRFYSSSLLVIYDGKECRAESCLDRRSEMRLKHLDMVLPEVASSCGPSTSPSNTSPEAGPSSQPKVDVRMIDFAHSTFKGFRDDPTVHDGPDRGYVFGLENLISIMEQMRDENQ
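ADP-Glo luminescence measures ADP made by human IP6K1 during a 2 h RT reaction with ATP/IP6 (mix at 1.3 mM/130 uM); top library doses 57.5 and 19.1 uM final.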
* = called active by the depositor; i = inactive; ? = inconclusive; nt = no result given; [ ] = another dose, or the depositor's remark. Unless noted, calls come from the whole dose curve; as a rule, active = well fitted curve in the direction sought with a large enough effect; inconclusive = small, poorly fitted or top-dose-only effect, or another doubt; inactive = no such curve, though single readings can be large; an effect the other way counts as inactive or inconclusive. Unless noted, % is set by controls: 0 for no effect and ±100 for the full control effect. An excerpt. The share of hits here may be higher or lower than overall.

structure	HEK293 viab	HEK cytotox	NIH3T3 tox	FLuc inh	GPT2 inhibitor	SNCA expr inhib	IP6K1 inhibitor
C[C@@H](CN1CCC(n2c(=O)[nH]c3cc(Cl)ccc32)CC1)NC(=O)c1ccc2ccccc2c1	?	nt	nt	nt	i	nt	1
CC(=O)OC1CC(C(C)(C)O)OC2CCC3(C)OC4=C(C(=O)C=C5C(C)C(OC(C)=O)C6(C)C(C)OC546)C(O)C3C12C (stereo unspecified)	4%[23.9 µM]	nt	nt	nt	i	nt	-6
COCC(=O)NC1CCN(c2nccc(Nc3ccc(OC)cc3)n2)CC1	?	?	?	nt	i	11%	0
Cc1noc(C)c1C(=O)N1CC(c2noc(C3CCCN3CC3CC3)n2)C1 (stereo unspecified)	-5%[12.5 µM]	-9%	-10%	2%	i	16%	7
COc1ccc(C(=O)NC2CCCN(c3cc(-c4ccc(F)cc4)[nH]n3)C2)c(C)c1 (stereo unspecified)	-24%	?	?	-25%	i	49%[activator]	15
CCNc1ncc(C(=O)N2CCN(CCCCOC)CC2)cn1	1%	-13%	-2%	-2%	i[11.5 µM]	11%	-11
CCOc1cccc2c1OC[C@@H]1CN(C)C(=O)CCN(C(C)=O)[C@H]21	nt	-23%	?	nt	nt	nt	-4
O=[S+]1([O-])NC2(CCN(Cc3ccccc3)CC2)COc2ccccc21	1%	-4%	2%	nt	3%	-12%	14
CCC(C)(C)C1CCc2c(sc(NC(=O)c3ccc(Br)cc3)c2C#N)C1 (stereo unspecified)	-3%	nt	nt	nt	-3%	nt	-5
COCCOC1CCOC2(CCN(C(=O)Cc3c[nH]c4ccccc34)CC2)C1 (stereo unspecified)	5%[12.5 µM]	-27%	-6%	-8%	i	-22%	-2

Going on with the list.
structure	HEK293 viab	HEK cytotox	NIH3T3 tox	FLuc inh	GPT2 inhibitor	SNCA expr inhib	IP6K1 inhibitor
Cc1ccc(-c2cc(-c3ccccc3)c(C#N)c(SCC(O)CS(=O)(=O)Cc3ccccc3)n2)cc1 (stereo unspecified)	-1%	nt	nt	nt	nt	-22%	21
CN(C)c1ccc(C(=O)Nc2sc(Nc3ccccc3)nc2C(N)=O)cc1	?	nt	nt	nt	nt	30%[activator]	3
O=C(Cn1cccc1-c1nc(-c2ccc3c(c2)OCO3)no1)NCc1ccc(Cl)cc1	-13%	-19%	?	5%	i	-17%	-8
O=C(c1cccs1)N1CCCC(n2cc(-c3nc(-c4ccccc4)no3)nn2)C1 (stereo unspecified)	-20%	?	?	35µM*	i	49%[activator]	0
CCN1CCc2nc3sc(C(=O)c4ccccc4)c(N)c3cc2C1	-13%	nt	nt	nt	nt	78%[activator]	-13
Cc1c(-c2ccc(Cl)cc2)c(=O)oc2c(CN3CCCC3)c(O)ccc12	?	nt	nt	nt	nt	79%[activator]	4
CCNC(=O)c1c(NC(=O)c2nc(S(=O)(=O)CC)ncc2Cl)sc2c1CCCC2	?	nt	nt	nt	nt	35%[activator]	1
COc1ccc(C(=O)N2CCCn3cncc3C2)c(OC)c1OC	5%	-22%	-17%	7%	i	4%	6
CC1(C)N=C(SCc2ccc(Cl)cc2)c2ccccc2N1	4%	nt	nt	nt	nt	-4%	47
Cn1nccc1C(=O)N1CCCCCNC(=O)[C@@H]2CCC[C@@H]21	1%	2%	-8%	-3%	i	-9%	-1

Later entries
structure	HEK293 viab	HEK cytotox	NIH3T3 tox	FLuc inh	GPT2 inhibitor	SNCA expr inhib	IP6K1 inhibitor
COc1cc(C2Nc3ccccc3-c3cc(C)nn32)ccc1O (stereo unspecified)	-2%	nt	nt	nt	nt	-24%	4
Cc1ccc(-c2noc([C@@H]3CCCN3C(=O)c3cc(F)ccc3Cl)n2)cc1	-2%	?	?	1%	i	7%	0
NCCC(=O)N1Cc2ccccc2CC2(CCCCN2CC2CCNCC2)C1 (stereo unspecified)	6%	i	i	nt	i	-22%	-15
Cc1ccsc1-c1[nH]nc2ncc(-c3cccnc3)nc12	-24%[87.6 µM]	?	?	5%[230 µM]	?	-1%[87.6 µM]	13
O=C(CC1CCCN(c2cn[nH]c(=O)c2)C1)N1CCN(c2ccccc2)CC1 (stereo unspecified)	5%	-5%	2%	-5%	1%	-6%	13
COc1ccc(CCC(=O)N2CCC(c3n[nH]c(=O)n3-c3ccc(C)cc3)CC2)cc1	-4%	13%	?	8%	0%	-20%	-9
CCCN1C(CC(C)C)=NS(=O)(=O)c2cc(NC(=O)c3cccs3)ccc21	-7%	?	4%	4%	i	7%	22
CC1(c2ccccc2)CCCN(Cc2nnc(-c3cccnc3)o2)C1 (stereo unspecified)	2%	?	?	7%	0%[11.5 µM]	?	38
COc1cncc(-c2cccc(COc3ccc4c(cnn4CC[S+](C)(=O)[O-])c3)c2)c1	-22%[87.6 µM]	56µM*	56µM*	-40%[172 µM]	-20%[88.5 µM]	-3%[87.6 µM]	-9
CC[C@H]1CN(C(=O)Nc2cccc(C(F)(F)F)c2)CC[C@H]1CC(=O)N(CC)C(=O)NCCCN(C)C	1%	?	?	-10%	4%	7%	8

The results go on.
structure	HEK293 viab	HEK cytotox	NIH3T3 tox	FLuc inh	GPT2 inhibitor	SNCA expr inhib	IP6K1 inhibitor
O=C(C1CC1)N1CC(F)(F)C[C@H]1c1nc(-c2ncccn2)no1	-2%	-6%	-2%	-1%	i	-10%	22
Cc1cccc(C(=O)Nc2cccc(OCc3cc(=O)n4c(C)csc4n3)c2)c1	16%	nt	nt	nt	nt	17%	-9
NC(=O)[C@H](CC1CCCCC1)NC(=O)[C@H]1CN(C(=O)C2CCNCC2)CCN1C(=O)N1CCOCC1	-8%	-11%	-9%	-10%	-2%	3%	4
CCOc1ccc(-n2c(=O)c3c(C)c(C)sc3n(CC(=O)Nc3ccc(CC)cc3)c2=O)cc1	-5%	nt	nt	nt	nt	15%	11
O=c1n(-c2ccc(Cl)cc2)nc2n1CCN([S+](=O)([O-])c1cccs1)C2	-22%	-27%	?	nt	i	8%	13
COCCN1C(=O)CS(=O)(=O)C12CCN(C(=O)CCc1cccc(OC)c1)CC2	-30%	4%	?	1%	i	-24%	1
CSCCNC(=O)c1ccc2nnc(-c3cccc(OC(F)(F)F)c3)n2c1	3%	?	?	nt	?	1%	7
Cc1ccc(C(=O)N2CCC(Oc3ncccc3C(=O)N3CCCCC3)C2)cc1C (stereo unspecified)	-13%	?	?	9%	i	12%	1
COc1ccc2[nH]c(=O)c(CN3CCOC(CN)C3)cc2c1 (stereo unspecified)	-3%	-8%	-23%	-5%	-1%	-11%	11
CCCc1noc(-c2cn(C3CCN(C(=O)Cc4ccc(F)cc4)CC3)nn2)n1	5%	-15%	?	31%	i	18%	0

Other structures.
structure	HEK293 viab	HEK cytotox	NIH3T3 tox	FLuc inh	GPT2 inhibitor	SNCA expr inhib	IP6K1 inhibitor
Nc1c(C(=O)NCc2ccccc2)nnn1Cc1cccc(Br)c1	8%	nt	nt	nt	nt	?	-6
CCc1nc2c(=O)n(CC(=O)N3CCN(c4cccc(C)c4C)CC3)nc(C)c2s1	3%	?	-15%	-7%	?	-31%	30
COC1CCC12CCN(C(=O)c1ccc3cc[nH]c3c1)CC2 (stereo unspecified)	-6%	-20%	-18%	-13%	i	-22%	4
Nc1nc(C2CC(NC(=O)Cc3csc(-c4ccccc4)n3)C2)cc(=O)[nH]1 (stereo unspecified)	-4%	-3%	-10%	-12%	3%	6%	-2
COc1ccccc1-c1ccc2ncc(Nc3ccnc(N4CCOCC4)c3)n2n1	-1%[87.6 µM]	?	?	-7%[172 µM]	i	39%[activator][87.6 µM]	13
CCCNC(=O)C1CCN(Cc2cc3ccccc3n2Cc2ccccc2)CC1	-9%	nt	nt	nt	nt	-21%	6
Cc1ccc(OCC(=O)c2ccc3c(c2)N(CC(=O)NCCc2ccccc2)C(=O)CO3)cc1	-11%	-2%	-13%	-8%	5%	25%	-7
COc1ccccc1Cc1nc2ccccc2nc1SCC(=O)Nc1ccccc1C(F)(F)F	13%	nt	nt	nt	nt	-21%	52
OCC1(CNCc2ccc(F)cc2)C[C@@H](O)[C@@H](O)C1 (stereo partly specified)	2%[87.6 µM]	i	i	1%[230 µM]	-14%[88.5 µM]	4%[87.6 µM]	3
c1ccc(CN2Cc3[nH]cnc3C[C@H]2c2nc(-c3ccncc3)no2)cc1	1%[87.6 µM]	?	?	0%[172 µM]	5%[88.5 µM]	53%[activator][87.6 µM]	2

Following part.
structure	HEK293 viab	HEK cytotox	NIH3T3 tox	FLuc inh	GPT2 inhibitor	SNCA expr inhib	IP6K1 inhibitor
COCCNC(=O)C1CC(c2ccccc2)CN(C(=O)c2ccc(OC)c(OC)c2)C1 (stereo unspecified)	7%	-14%	-15%	5%	?	5%	25
COC(=O)C1=C(C)N=C2SC=C(CC(=O)NCCc3cccs3)N2C1c1cccc(OC)c1 (stereo unspecified)	-4%	?	-23%	-5%	i	4%	-5
Cc1cc(-c2ccc(C)c(S(=O)(=O)NCC3CCN(Cc4ccc(F)cc4)CC3)c2)on1	-5%	nt	nt	nt	nt	-6%	1
CC1CCC(NC(=O)c2ccc(CS(=O)(=O)c3cccc(C(F)(F)F)c3)o2)CC1 (stereo unspecified)	?	nt	nt	nt	nt	-4%	14
COC(=O)c1ccc(Oc2nc3c(c(=O)n(C)c(=O)n3C)n2C(C)C)cc1	1%	nt	nt	nt	nt	57%[activator]	7
COc1ccc(OC)c(NCc2cccn2-c2nnc(N3CCC(C)CC3)s2)c1	1%	nt	nt	nt	nt	59%[activator]	-9
CC(C)NC(=O)C1CCc2nnc(CNC(=O)c3ccc(Cl)cc3Cl)n21 (stereo unspecified)	5%	-17%	-9%	nt	-7%	3%	3
O=C(Nc1c(C(=O)N2CCC(N3CCCCC3)CC2)oc2ccccc12)c1c(F)cccc1F	-8%	nt	nt	nt	nt	0%	21
CS(=O)(=O)N1CCOc2ccc(CCC(=O)NCC3CC3)cc2C1	-15%[12.5 µM]	-7%	-14%	1%	i	-1%	15
O=C(NC1CC(=O)N(Cc2cccc(F)c2)C1)c1ccccn1 (stereo unspecified)	8%	i	-1%	3%	-1%	18%	7
Cc1ccc(C)c(NC(=O)CN2C(=O)CSc3nc(C)cc(C)c32)c1	11%	nt	nt	nt	nt	-3%	-17

Taken from above.
NCCC(=O)N1Cc2ccccc2CC2(CCCCN2CC2CCNCC2)C1 (stereo unspecified) – HEK293 viab = 6%
Nc1c(C(=O)NCc2ccccc2)nnn1Cc1cccc(Br)c1 – HEK293 viab = 8%
